Assay outcomes as filed in PubChem.
Hck-Nef inh – inhibitors of Nef-activated human Hck kinase, primary screen, biochemical, Z-Lyte FRET, 384-well, Hck-YEEI; Recombinant Hck-YEEI plus Nef, Z-Lyte FRET kinase assay; inhibition, % at 20 µM; actives 0.68% (n = 220,000);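 active = Hck-Nef kinase inhibition above about 50%, limit read from the data; inactive = inhibition below that limit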;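 note: 0% = DMSO with Hck plus Nef and 100% = Hck alone without Nef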
NCF1 inh – p47phox/p22phox peptide binding inhibitors, primary screen, biochemical, uHTS, NADPH oxidase regulatory subunit; Neutrophil cytosol factor 1 (Homo sapiens), P14598; fluorescence polarization, 2 h; inhibition, % at 24.7 µM; actives 0.53% (n = 220,000); AID 1274, 2008;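 active = inhibition above about 30%, limit read from the data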;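 note: 0% = p47phox with labelled peptide and 100% = labelled peptide alone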
Target sequence (P14598 whole entry, looked up): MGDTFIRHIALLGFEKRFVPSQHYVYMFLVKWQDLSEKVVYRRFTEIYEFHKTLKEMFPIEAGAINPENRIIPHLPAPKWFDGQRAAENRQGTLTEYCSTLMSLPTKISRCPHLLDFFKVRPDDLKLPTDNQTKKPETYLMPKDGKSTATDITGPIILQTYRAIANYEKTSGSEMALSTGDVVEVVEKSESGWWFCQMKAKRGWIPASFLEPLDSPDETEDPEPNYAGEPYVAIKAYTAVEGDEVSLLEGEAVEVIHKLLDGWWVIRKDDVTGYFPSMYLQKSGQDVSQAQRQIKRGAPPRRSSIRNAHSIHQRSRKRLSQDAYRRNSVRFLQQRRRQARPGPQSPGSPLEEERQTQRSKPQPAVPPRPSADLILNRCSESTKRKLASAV
EBV gp42 inh – Epstein-Barr virus gp42 inhibitors, primary screen, biochemical, uHTS, fluorescence polarization. Fluorescence polarization binding assay, mP read-out. AID 1085, 2008. actives 0.42% (n = 220,000). Glycoprotein 42 (Epstein-Barr virus (strain AG876)), Q1HVG2. inhibition, % (tested at 21.74 µM); in the data active = inhibition above about 50%
Runt-CBFb FRET – inhibitors of RUNX1 Runt–CBFb binding, primary screen, biochemical, FRET, Cerulean-Runt, Venus-CBFb, uHTS; Runt-related transcription factor 1 (Homo sapiens) + Core-binding factor subunit beta …; Cerulean-Runt/Venus-CBFb FRET ratio 530/480, 1 h; inhibition, % at 20 µM; actives 0.46% (n = 220,000); AID 1496, 2009;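 active = inhibition over about 50% at 20 µM in the single-dose screen, limit read from the data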;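 note: 0% = DMSO wells and 100% = excess unlabeled CBFb competitor control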
Target sequence (Q01196 whole entry, looked up): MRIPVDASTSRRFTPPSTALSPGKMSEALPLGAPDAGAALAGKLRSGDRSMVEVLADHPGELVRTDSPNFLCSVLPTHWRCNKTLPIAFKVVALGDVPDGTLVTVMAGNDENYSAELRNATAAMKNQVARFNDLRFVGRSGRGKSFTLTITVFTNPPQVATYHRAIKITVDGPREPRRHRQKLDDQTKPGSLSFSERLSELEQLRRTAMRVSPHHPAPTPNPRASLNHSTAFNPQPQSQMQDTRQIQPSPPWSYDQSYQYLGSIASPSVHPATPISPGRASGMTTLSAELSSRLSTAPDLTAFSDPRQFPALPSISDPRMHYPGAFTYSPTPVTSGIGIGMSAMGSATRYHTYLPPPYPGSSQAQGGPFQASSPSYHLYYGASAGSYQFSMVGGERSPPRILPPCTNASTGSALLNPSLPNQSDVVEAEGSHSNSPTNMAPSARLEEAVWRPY
Target sequence (Q13951 whole entry, looked up): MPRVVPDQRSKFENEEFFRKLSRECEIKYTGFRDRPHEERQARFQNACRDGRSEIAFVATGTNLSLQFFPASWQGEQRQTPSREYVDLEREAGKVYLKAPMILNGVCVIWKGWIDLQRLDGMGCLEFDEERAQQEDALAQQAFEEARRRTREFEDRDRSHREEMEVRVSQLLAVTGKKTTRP
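Assay system: Cerulean-Runt domain / Medium: Tris 50 mM pH 7.5, KCl, K2SO4, 0.01% BSA / Timing: protein complex preformed 1 h, compound exposure 1 h, room temperature, dark / Measured by: FRET, excitation 422 nm, emission at 530 and 480 nm / Evaluation: loss of energy transfer signal / Control set: 5 µM unlabeled CBFb as full-inhibition high control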
Tb hexokinase – Trypanosoma brucei hexokinase 1 inhibitors, primary screen, biochemical, G6PDH-coupled NADH absorbance, MLSCN library | hexokinase 1 [Trypanosoma brucei] | recombinant TbHK1, G6PDH-coupled NADH A340 | inhibition, % at 10 µM | actives 0.11% (n = 220,000) | AID 1430, 2008;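 active = inhibition of 50% or more in the single-dose primary screen; inactive = inhibition below 50%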
Runt-SMMHC FRET – inhibitors of RUNX1 Runt–CBFb-SMMHC binding, primary screen, biochemical, FRET, Cerulean-Runt, Venus-CBFb-SMMHC, uHTS | Cerulean-Runt/Venus-CBFb-SMMHC FRET ratio 530/480, 1 h | inhibition, % at 20 µM | actives 0.74% (n = 220,000) | AID 1434, 2008;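 active = mean inhibition across duplicate retests at 20 µM reaching about 50%, limit read from the data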;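 note: 0% = DMSO wells and 100% = wells with excess untagged CBFb-SMMHC; inhibitors lower the FRET ratio by blocking Runt binding to CBFb-SMMHC; some results filed as inactive read as strong as hits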
zVAD death inh – inhibitors of zVAD-triggered necroptosis, primary screen, L929 cells; viability rescue, % at 10 µM; L929 zVAD necroptosis rescue, ATP luminescence, 24 h; with zVAD 60 µM; actives 0.38% (n = 220,000); AID 1377, 2008;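 active = activation, scaled between plate controls, above about 75%, limit read from the data; inactive = activation under that limit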;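 note: 0% = zVAD with DMSO and 100% = DMSO alone without zVAD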
14-3-3 Bad inh – inhibitors of 14-3-3 zeta/Bad binding, primary screen, biochemical, TR-FRET, bovine 14-3-3 zeta | TR-FRET 14-3-3zeta/Dy647-pBad peptide displacement, 1 h | AID 781, 2007 | actives 0.71% (n = 220,000) | inhibition, % at 21.7 µM | 14-3-3 protein zeta/delta (Bos taurus), P63103;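 active = inhibition above about 70%, limit read from the data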;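 note: 0% = full 14-3-3 plus peptide FRET controls and 100% = background without 14-3-3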
Mdm2 ligase inh – MDM2-luciferase reporter signal enhancers, primary screen, MDM2 E3 ligase inhibitor project, cell-based, luminescence, 1536-well; E3 ubiquitin-protein ligase Mdm2 (Homo sapiens), Q00987; cell-based MDM2 ubiquitination luciferase reporter, 2 h; 0 = plate control, 100 = twice control, blank-subtracted; signal enhancement, % at 5 µM; actives 0.11% (n = 210,000); AID 1230, 2008;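 active = signal enhancement of 30% or more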;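 note: luminescence tracks abundance of the self-degrading MDM2-luciferase fusion protein; higher signal means inhibition of MDM2 E3 ligase activity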
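Assay system: stable mammalian line carrying autodegrading MDM2–luciferase fusion reporter; Input: 2000 cells in each well; Compound dosing: single-point 5 µM; Schedule: 2 h compound exposure at 37 °C; Signal: SteadyLite luciferase luminescence after 15 min room-temperature reagent incubation; Evaluation: % luminescence enhancement versus blank-corrected plate control mean; Benchmarks: plate controls and plate blanks.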
* = called active by the depositor; · = not tested or not shown; & = joins results of further samples; [ ] = remark or other dose.

SMILES	Hck-Nef inh	NCF1 inh	EBV gp42 inh	Runt-CBFb FRET	Tb hexokinase	Runt-SMMHC FRET	zVAD death inh	14-3-3 Bad inh	Mdm2 ligase inh
O=c1c2ccccc2nc(-c2ccco2)n1Cc1ccccc1	0	-34	-22	0	-6	1	1.7	-4	10
CCCCCC(=O)N1CC2(CC)CN(C(=O)CCCCC)CC(CC)(C1)C2=O	25	-13	-1	-1	-6	1	0.0	2	2
O=C(O)CCCN=Cc1c(O)c2ccccc2oc1=O	14	2	-3	-2	-14	1	0.9	-2	-13
COc1ccc(/C=C2\Sc3ccc(C(=O)N4CCc5ccccc5C4)cc3N(C)C2=O)cc1	0	-4	7	-2	-12	3	1.4	-10[fluorescence artefact?]	-9
Cc1ccc2nc(-c3ccc(NC(=O)CN4C(=O)NC(C)(c5ccc(OC(F)F)cc5)C4=O)cc3)sc2c1 (configuration not stated)	3	-13	-11	-4	-12	-1	0.5	1	-9
Cc1cccc(Nc2cnn(C34CC5CC(CC(CC(=O)O)(C5)C3)C4)c(=O)c2Cl)c1	-1	-17	-12	2	-49	-4	-0.5	-1	-10
COc1ccc(/C=N/NC(=O)c2cccnc2)cc1CN1CCN(c2ccc(F)cc2)CC1	-2	13	-2	-6	-15	-3	-0.3	-2	-3
Cc1c(NC(=O)NC2CCCCC2)cccc1[N+](=O)[O-]	4	1	-30	1	-7	-5	4.9	1	-7
COc1ccc(NC(=O)C2=NNC(=O)CC2)cc1S(=O)(=O)N1CCCCC1	15	-15	-2	0	-23	-1	1.0	-3	3
COC(=O)C(C)n1cnc2c(cnn2-c2ccc(Cl)cc2)c1=O (configuration not stated)	0	-6	-20	0	-3	2	-0.2	-7	-19
Cc1ccc(CN(C)C(=O)c2ccccc2Oc2ccccc2)o1	0	-3	-6	8	3	4	-0.1	-4	-12
Cc1cc(C(C)(C)C)cc(S(=O)(=O)Nc2cccc(C(=O)O)c2)c1C	2	-20	5	0	3	1	2.2	5	-14
C/C(=N/NC(=O)CNc1ccc(C)cc1)c1ccc(Br)s1	2	-18	2	3	-8	-162	-0.2	-10	-11
COc1ccccc1N/N=C/c1ccc2c(c1)OCO2	3	-2	4	4	-5	7	-0.2	-9	-10
O=C1CCCc2oc3c(cc(NS(=O)(=O)c4ccc5c6c(cccc46)C(=O)N5)c4ccccc43)c21	39	-29	-1	-1	-18	-3	-0.8	-4	·
CC1CCCCN1S(=O)(=O)c1ccc(S(=O)(=O)N(CC(=O)Nc2ccccc2)Cc2cccs2)cc1 (configuration not stated)	4	-8	-16	0	12	0	0.2	-11[fluorescence artefact?]	-1
Nc1c(C(=O)Nc2ccccc2)c2nc3ccccc3nc2n1CCCN1CCOCC1	29	-33	0	10	-28	11	-0.1	1	·
COCCn1c(N)c(NCc2ccccc2)c(=O)n(CC(=O)Nc2cc(C)ccc2C)c1=O	2	-12	-2	-1	-7	1	-0.2	-3[fluorescence artefact?]	-16
COc1cccc2c1c(NC(=O)c1cc(C)on1)nn2C	18	-9	0	-2	-20	1	0.5	-14	-8
Cc1nn(C)c(C(=O)NNC(=S)Nc2ccc(Cl)cc2)c1[N+](=O)[O-]	0	-4	-3	·	6	-4	0.8	1	-5
NC(=O)[C@H]1CC2(CC(c3cccc(NC(=O)COc4ccc(Cl)cc4)c3)=NO2)CN1C(=O)Cc1ccc([N+](=O)[O-])cc1 (some centres not stated)	30	-10	-10	-2	-16	-3	3.1	1	-21
CCOc1ccccc1NC(=O)Nc1cccc(S(N)(=O)=O)c1	18	0	-3	1	3	-2	0.4	-5	-12
O=[N+]([O-])c1ccc(Sc2ccccc2Cl)nc1	3	-8	-1	2	-22	-8	-0.4	-1	4
COc1ccccc1-c1cn[nH]c(=S)n1	0	-9	-6	47	-14	48	-0.1	27	1
COc1ccc(/C=C/c2nnc(NC(=O)COc3cccc(C)c3)s2)cc1	10	-10	-7	4	-17	15	0.7	-3	-9

Seven consecutive entries from above, quoted:
SMILES	Hck-Nef inh	NCF1 inh	EBV gp42 inh	Runt-CBFb FRET	Tb hexokinase	Runt-SMMHC FRET	zVAD death inh	14-3-3 Bad inh	Mdm2 ligase inh
O=c1c2ccccc2nc(-c2ccco2)n1Cc1ccccc1	0	-34	-22	0	-6	1	1.7	-4	10
CCCCCC(=O)N1CC2(CC)CN(C(=O)CCCCC)CC(CC)(C1)C2=O	25	-13	-1	-1	-6	1	0.0	2	2
O=C(O)CCCN=Cc1c(O)c2ccccc2oc1=O	14	2	-3	-2	-14	1	0.9	-2	-13
COc1ccc(/C=C2\Sc3ccc(C(=O)N4CCc5ccccc5C4)cc3N(C)C2=O)cc1	0	-4	7	-2	-12	3	1.4	-10[fluorescence artefact?]	-9
Cc1ccc2nc(-c3ccc(NC(=O)CN4C(=O)NC(C)(c5ccc(OC(F)F)cc5)C4=O)cc3)sc2c1 (configuration not stated)	3	-13	-11	-4	-12	-1	0.5	1	-9
Cc1cccc(Nc2cnn(C34CC5CC(CC(CC(=O)O)(C5)C3)C4)c(=O)c2Cl)c1	-1	-17	-12	2	-49	-4	-0.5	-1	-10
COc1ccc(/C=N/NC(=O)c2cccnc2)cc1CN1CCN(c2ccc(F)cc2)CC1	-2	13	-2	-6	-15	-3	-0.3	-2	-3

Complete entries as entered above. Values in the order: Hck-Nef inh | NCF1 inh | EBV gp42 inh | Runt-CBFb FRET | Tb hexokinase | Runt-SMMHC FRET | zVAD death inh | 14-3-3 Bad inh | Mdm2 ligase inh
`CC1CCCCN1S(=O)(=O)c1ccc(S(=O)(=O)N(CC(=O)Nc2ccccc2)Cc2cccs2)cc1` (configuration not stated) reads 4 | -8 | -16 | 0 | 12 | 0 | 0.2 | -11[fluorescence artefact?] | -1
`O=[N+]([O-])c1ccc(Sc2ccccc2Cl)nc1` reads 3 | -8 | -1 | 2 | -22 | -8 | -0.4 | -1 | 4

New compounds follow.
SMILES	Hck-Nef inh	NCF1 inh	EBV gp42 inh	Runt-CBFb FRET	Tb hexokinase	Runt-SMMHC FRET	zVAD death inh	14-3-3 Bad inh	Mdm2 ligase inh
CCOc1ccc(NC(=O)c2ccccc2NC(=O)CN(C)CC(=O)Nc2ccc(C)cc2)cc1	-2	-9	-7	0	-1	0	0.4	0	-3
COc1ccccc1-n1c(SCC(N)=O)nnc1-c1ccccc1	1	-6	-1	-1	-2	3	0.8	-5	-6
COc1ccc(NC(=O)CSc2nnc(CNC(=O)c3ccco3)o2)cc1	15	-7	-5	1	-1	4	-2.0	-3	-7
COCCCN1C(=O)C(=O)/C(=C(/O)c2ccc(OC)cc2)C1c1ccc(O)c(OC)c1 (configuration not stated)	0	-20	-5	-2	-32	-5	-0.1	46	-12
Cc1ccc(N2C(=N)SCC2=O)cc1Cl	2	-2	-8	-3	37	3	0.5	-15	-14
O=S1(=O)N=C(Nc2nc3c(s2)CCCC3)c2ccccc21	5	-21	-12	-1	-10	0	0.4	2	-39
CC(=O)NC12CC3CC(C1)CC(C(=O)Nc1nccs1)(C3)C2	1	-10	-33	-1	-3	-6	1.1	-7	-7
O=C(O)CCC(=O)NNC(=O)c1cccc(Cl)c1	2	-4	-6	0	32	1	0.5	-23	9
COc1ccc(/C=N/NC(=O)c2ccc(Br)cc2)cc1CN1CCOCC1	9	0	-13	1	-49	-1	-0.4	-1	1
Oc1ccc(Cl)cc1-c1cc(-c2cccc(Br)c2)n[nH]1	-17	-15	-17	3	-3	3	1.4	-3	-17
Cc1cccc(Oc2coc3cc(OC(=O)c4cc5ccccc5oc4=O)ccc3c2=O)c1	7	-5	-14	1	1	11	0.3	13	-2
Cc1ccc(/C=C2\SC(N3CCN(C(c4ccccc4)c4ccccc4)CC3)=NC2=O)o1	7	-30	-14	-1	-7	-9	1.5	-5	0
Cc1ccc(C2=NN(C(=O)CN3C(=O)c4ccccc4S3(=O)=O)C(c3ccco3)C2)cc1 (configuration not stated)	15	-13	-14	-2	-10	2	1.4	-7	-4
COC(=O)c1cc2c(ccn2-c2ccc(F)cc2)n1Cc1cccc(OC)c1	1	1	2	-1	27	-4	1.2	-20[fluorescence artefact?]	-5
O=C(O)c1ncc(Cl)c(Cl)c1Cl	18&-9	-9&-7	-6&-3	1&1	-6&-13	1&-2	-0.1&0.3	0&6	-8&-3
CC(C)[C@@H]1NC(=O)c2cc([N+](=O)[O-])cc(F)c2NCCC[C@@H](C(N)=O)NC(=O)[C@H](CO)NC1=O	-9	0	1	-2	-12	-3	-0.7	7	·
O=[N+]([O-])c1cccn2cc(-c3ccc(Br)cc3)nc12	1	-8	-8	7	-6	7	0.8	5	7
Cc1cccc(S(=O)(=O)NC(Cc2c[nH]c3ccccc23)C(=O)O)c1 (configuration not stated)	1	-6	-5	0	-13	4	0.4	2[fluorescence artefact?]	·
Cc1ccc([N+](=O)[O-])cc1NC(=O)CCCOc1ccccc1	0	2	9	-1	1	-5	1.0	6[fluorescence artefact?]	17
COc1cccc(/C=N/NC(=O)CCc2n[nH]c(=O)[nH]c2=O)c1O	3	-1	-12	2	-22	-9	0.5	-4	-14
C#CCOCCOCCOCCNc1nc(N2CCN(C(=O)[C@H](Cc3ccc(O)cc3)n3cc(CCO)nn3)CC2)nc(N2CCN(C(=O)[C@H](Cc3ccc(O)cc3)n3cc(CCO)nn3)CC2)n1	7	-8	-27	-2	-2	0	5.3	73*	·
Brc1cccc(CNCCCN2CCOCC2)c1	6	4	-15	0	-2	-3	0.3	3	-5
Cc1oc(C)c(C(=O)O)c1COc1ccc(C(=O)O)cc1	-5	-10	-15	0	3	3	0.1	18[fluorescence artefact?]	-8
O=C(CSc1nnc(CNc2ccc(F)cc2)o1)c1ccccc1	25	2	-1	·	5	·	4.1	-14	0
O=S(=O)(Nc1ccc(S(=O)(=O)Nc2cccc3ccccc23)cc1)c1ccccc1	0	-19	14	-1	-5	-5	1.2	-11	-17
COc1ccccc1CNC(=O)CSc1ccc(C(=O)Nc2ccccc2OC)cc1[N+](=O)[O-]	1	-7	-1	2	-7	-2	0.2	0	·
O=c1[nH]c(CSc2nnc(-c3ccncc3)n2Cc2ccco2)nc2ccccc12	9	-3	-15	3	5	4	-0.1	-16[fluorescence artefact?]	-8
CC(C)OC(=O)/C(=C/c1ccc2c(c1)c1ccccc1n2C)NC(=O)c1ccccc1	3	-12	-38	2	-27	1	0.3	9	-8
